Bioassay records (PubChem BioAssay)
Gal4-VP16 FLuc – Gal4-VP16 reporter inhibition counter-screen; Drosophila S2 Gal4-VP16 UAS-luciferase, luminescence, 20 h; Potency, µM (highest dose often 53.6 µM), for the others: at the highest dose activity, negative = inhibition, hits mostly inhibitors; hit rate 3.5% among 310,000; AID 2546;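 note: Gal4-VP16 expression switched on by copper sulfate through the metallothionein promoter; potency is the fitted concentration of half-maximal effect; % is set by controls: 0 for no effect and ±100 for the full control effect; nearly all actives have a fitted effect of over 50% in size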
FLuc modulator – firefly luciferase modulation, counter-screen for miR-21 project; P08659; purified FLuc, Km substrates, luminescence inhibition; Potency, µM (doses to about 57.5 µM), inactives show at the highest dose activity change, negative = inhibition, usual class: inhibitors; hit rate 6.9% among 360,000; AID 588342;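 note: potency is the fitted concentration of half-maximal effect; plate controls were vehicle for no effect and reference inhibitor for full effect; nearly all actives have a fitted effect of over 55% in size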
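Purified P. pyralis luciferase, 10 nM final, with Km-level 10 uM D-luciferin and 10 uM ATP in 50 mM Tris acetate pH 7.5, 10 mM Mg acetate, 0.01% Tween-20, 0.05% BSA; 6-point qHTS titration about 60 µM downward; luminescence read.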
Rab9 prom act – Rab9 promoter activation | hit rate 2.8% among 320,000 | Huh7 Rab9 promoter-luciferase reporter, luminescence, 24 h | AID 485297 | Potency, µM (highest dose often 9.22 µM), for the others: top-dose activation, negative = inhibition, hits mostly activators; note: potency is the fitted concentration of half-maximal effect; % of control where 0% means no effect; nearly all actives have a fitted effect of over 60% in size
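Cell-based reporter: Huh7 stable for Rab9 promoter-driven luciferase, plated in reduced-serum medium with 10% FBS at 1500 cells/well, compound-treated 24 h at 37 °C, luminescence read after 10 min reagent.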
Menin-MLL TR inh – inhibitors of human menin-MLL interaction, mutant MLL peptide; O00255; Menin + Texas Red MLL mutant peptide, fluorescence polarization; Potency, µM (doses to about 61.6 µM), for inactives: at the highest dose FP activity change, negative = inhibition, actives largely listed as inhibitors; hit rate 0.23% among 270,000; active = well fitted inhibition curve with a large enough effect in the polarisation, with a control signal flat, not every such curve was filed as active; inconclusive = small, poorly fitted or top-dose-only effect, or effect the other way, or a change in a side signal; inactive = no such curve, though single readings can be large or run the other way; the % refers to the polarisation; note: potency is the fitted concentration of half-maximal effect; % of control where 0% means no effect; many of its hits are not listed in these tables
ELG1 repair inh – inhibitors of ELG1-dependent DNA repair in HEK293T cells. HEK293T ELG1-luciferase reporter, luminescence, 16 h; DNA damage induced by 5-fluorouridine. Potency, µM (series often up to 46.1 µM), without a hit: at the top dose activity change, negative = inhibition, usual class: inhibitors. hit rate 2.3% among 330,000. AID 504467; note: potency is the fitted concentration of half-maximal effect; % is set by controls: 0 for no effect and ±100 for the full control effect; nearly all actives have a fitted effect of over 55% in size
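Cells (2,000 per well) received 5-fluorouridine plus test compound or DMSO and were incubated 16 hr at 37 °C, 5% CO2. Luciferase activity was read by luminescence 30 min after ONE-Glo addition; signal suppression marked inhibition of damage-induced ELG1 function.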
MBNL1 CUG block – MBNL1-poly(CUG) RNA binding inhibition | Q9NR56 | hit rate 0.036% among 280,000 | TR-FRET MBNL1-His/biotin-(CUG)12 binding, 665/545 ratio | Potency, µM (highest dose often 57.5 µM), without a hit: at the highest dose activity change, negative = inhibition, most hits filed as inhibitors | AID 2675; active = well fitted inhibition curve with a large enough effect in the signal ratio, with a control signal flat, not every such curve was filed as active; inconclusive = small, poorly fitted or top-dose-only effect, or effect the other way, or a change in a side signal; inactive = no such curve, though single readings can be large or run the other way; the % refers to the signal ratio; note: potency is the fitted concentration of half-maximal effect; % is set by controls: 0 for no effect and ±100 for the full control effect
Target sequence (Q9NR56 whole entry, looked up): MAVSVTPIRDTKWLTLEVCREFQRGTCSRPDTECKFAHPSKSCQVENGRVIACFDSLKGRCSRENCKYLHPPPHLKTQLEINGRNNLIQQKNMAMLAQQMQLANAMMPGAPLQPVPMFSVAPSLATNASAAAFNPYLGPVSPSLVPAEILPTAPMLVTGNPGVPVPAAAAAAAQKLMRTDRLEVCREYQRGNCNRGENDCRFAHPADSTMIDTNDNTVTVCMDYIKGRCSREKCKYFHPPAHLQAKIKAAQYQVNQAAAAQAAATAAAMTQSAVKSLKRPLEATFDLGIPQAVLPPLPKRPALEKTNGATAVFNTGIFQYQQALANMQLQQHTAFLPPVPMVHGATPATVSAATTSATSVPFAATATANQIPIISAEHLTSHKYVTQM
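MBNL1-His + Biotin-(CUG)12, cpd titration 92 nM–58 uM; Tb anti-His Ab 0.055 ng/ul, SA-XL665 5 nM (final); 60 min RT; ratiometric 665/545 nm, Ex 340 nm; normalized to buffer and full-complex controls.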
Mito fusion yeast – blocks mitochondrial division or promotes mitochondrial fusion | S. cerevisiae fusion-defective mutant growth rescue, CellTiterGlo 48 h | Potency, µM (highest dose often 46.1 µM), without a hit: top-dose growth rescue (activation), hits mostly activators | hit rate 0.23% among 320,000;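 note: potency is the fitted concentration of half-maximal effect; % of control where 0% means no effect; nearly all actives have a fitted effect of over 45% in size; temperature-sensitive fusion mutants such as fzo1-1 at 37 °C on non-fermentable ethanol glycerol medium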
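Luminescent cell viability in 1536-well qHTS format served as the measure of rescued growth in ts fusion-mutant S. cerevisiae cultured on non-fermentable YPEG for 48 hours at 37C.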
NPC1 promoter act – activators of NPC1 promoter | Huh7 NPC1 promoter luciferase reporter, 24 h | Potency, µM (titrated, usually from 9.22 µM), without a hit: at the top dose activation, usual class: activators | hit rate 2.4% among 320,000;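 note: potency is the fitted concentration of half-maximal effect; % of control where 0% means no effect; nearly all actives have a fitted effect of over 60% in size; reporter is driven by a mutant NPC1 promoter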
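Cells: Huh7 expressing luciferase under the NPC1 promoter, 1500/well. Seeded 2 h, compound added, incubated 24 h at 37 °C. Luciferase reagent, 10 min ambient, then luminescence.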
PKM2 act – increases activity of human pyruvate kinase M2; AID 1631; hit rate 0.34% among 260,000; Potency, µM (series often up to 57.5 µM), without a hit: at the highest dose activation, hits mostly activators; purified PKM2, Kinase-Glo ATP luminescence, activation; response scale: 0% is enzyme alone, no compound; note: potency is the fitted concentration of half-maximal effect; % is set by controls: 0 for no effect and ±100 for the full control effect; nearly all actives have a fitted effect of over 55% in size
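Kinase-Glo luminescence reports ATP generated from ADP (0.1 mM) and PEP (0.5 mM) by purified hPK-M2 after 1 h at room temperature, pH 7.2 imidazole buffer; intermediate enzyme activity allows detecting inhibitors and activators.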
RORg inh – inhibitors of mouse ROR gamma transcriptional activity | P51450 | hit rate 5.4% among 310,000 | Drosophila S2 Gal4-RORgamma UAS-luciferase reporter, 20 h | Potency, µM (top dose mostly 53.6 µM), inactives show at the highest dose activity change, negative = inhibition, most hits filed as inhibitors | AID 2551; note: potency is the fitted concentration of half-maximal effect; % is set by controls: 0 for no effect and ±100 for the full control effect; nearly all actives have a fitted effect of over 60% in size
Target sequence (P51450 whole entry, looked up, the tested form may be a part): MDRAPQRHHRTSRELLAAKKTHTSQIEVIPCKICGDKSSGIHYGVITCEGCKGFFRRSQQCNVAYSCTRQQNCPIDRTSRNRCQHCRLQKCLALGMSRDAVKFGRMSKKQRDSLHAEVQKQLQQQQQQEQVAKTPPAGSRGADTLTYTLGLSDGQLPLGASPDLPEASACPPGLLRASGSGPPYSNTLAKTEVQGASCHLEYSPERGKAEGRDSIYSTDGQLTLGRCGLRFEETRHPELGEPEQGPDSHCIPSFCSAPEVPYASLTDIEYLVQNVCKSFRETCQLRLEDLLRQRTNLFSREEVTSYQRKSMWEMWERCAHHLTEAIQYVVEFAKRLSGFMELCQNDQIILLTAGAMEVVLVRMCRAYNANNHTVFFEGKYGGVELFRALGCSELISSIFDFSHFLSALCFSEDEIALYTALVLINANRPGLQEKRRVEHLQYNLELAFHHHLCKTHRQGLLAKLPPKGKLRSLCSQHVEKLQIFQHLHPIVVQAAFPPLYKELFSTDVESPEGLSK
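Using a luciferase readout, inhibitors were identified by reduced reporter activity in Drosophila cells coexpressing a copper-inducible Gal4–ROR gamma fusion and UAS-driven Photinus luciferase, incubated 20 hr after 700 uM copper sulfate.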
KCNH2 3.1 block – inhibitors of human KCNH2 3.1 potassium channel isoform. U2OS KCNH2 3.1, thallium flux FluxOr; hits give low values. activity change, % (tested at about 1.8 µM). hit rate 0.95% among 340,000. AID 720553;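 active = maximum activity change below -70%; inconclusive = maximum activity change from -70% to -50%; inactive = maximum activity change above -50%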;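 note: thallium influx rate constant from kinetic fluorescence after stimulation buffer; % is set by controls: 0 for no effect and ±100 for the full control effect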
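Thallium flux read-out: FluxOr dye with Red40 quencher in HBSS/HEPES, 45 min at RT. Rate constants from kinetic reads were normalized to positive and negative DMSO controls. Cells: U2OS virally expressing the 3.1 isoform.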
* hit, by the source's call; ? = inconclusive; . = no result given; & = joins results of further samples; [ ] = dose if it differs, or a comment. Unless noted, calls come from the whole dose curve; as a rule, active = well fitted curve in the direction sought with a large enough effect; inconclusive = small, poorly fitted or top-dose-only effect, or another doubt; inactive = no such curve, though single readings can be large; an effect the other way counts as inactive or inconclusive. The list is partial. The share of hits here may be higher or lower than overall.

SMILES	Gal4-VP16 FLuc	FLuc modulator	Rab9 prom act	Menin-MLL TR inh	ELG1 repair inh	MBNL1 CUG block	Mito fusion yeast	NPC1 promoter act	PKM2 act	RORg inh	KCNH2 3.1 block
C=CCc1cccc(CNc2nc3ccccc3n2C)c1O	-19%	-5%	1%	?	7%	6%	0%	9%	32µM*	?	-21
CN(Cc1ccsc1)C(=O)Cn1cc(Br)ccc1=O	-15%	?	?	-4%	.	-1%	3%	?	0%	-1%	0
Cc1cccc(-c2noc(CCC(=O)NCCc3ccccc3)n2)c1	-1%	-2%	-7%	-9%	1%	-4%	3%	-5%	.	17%	7
COc1cccc(C(=O)C2CCCN(Cc3cn(C)nc3-c3ccccc3)C2)c1 (stereo unspecified)	3%	0%	3%	-7%	-10%	3%	3%	-6%	2%	12%	-21
Cc1cccc(C)c1N1CCN(CCn2c(=S)[nH]c3ccccc3c2=O)CC1	?	1%	-6%	26%	4%	25%	-9%	0%	0%	10µM*	-15
COc1ccc(-c2sc3cc4c(cc3c2C#CCO)OCO4)cc1	.	?	3%	.	18%	.	21%	14%	.	.	19
CC1CCC2(CC1)NC(=O)N(CC(=O)c1cccn1C)C2=O (stereo unspecified)	-1%	1%	-8%	-20%	-1%	-12%	5%	0%	-3%	19%	-6
CC(C)(C)C(=O)NC(=S)Nc1ccccc1C(=O)Nc1ccccc1	-12%	6%	-2%	-14%	15%	-5%	2%	-3%	1%	-40%	-35
CCCc1c2ccccc2nc2ccccc12	-11%	-7%	0%	-10%	?	0%[11.5 µM]	0%	-2%	0%	-38%	-11
CC12CCC(C(=O)Nc3nccs3)(OC1=O)C2(C)C (stereo unspecified)	-2%	2%	2%	8%	14%	11%	1%	1%	1%	-14%	-8
O=C(NC1CCS(=O)(=O)C1)C1CCCN(S(=O)(=O)c2ccc(Cl)cc2)C1 (stereo unspecified)	6%	-1%	-2%	-5%	1%	0%	-12%	0%	-1%	17%	-6
CCCCNC(=O)CN1C(=O)COc2ccc(S(=O)(=O)N3CCCCCC3)cc21	-1%	2%&-3%	-4%	.	17%	-4%	1%	0%	.	-3%	26
COc1ccc(Cn2nnnc2CN2CCc3ccccc32)cc1	4%	0%	3%	0%	11%	-8%	3%	-1%	13%	-22%	-1
CC(C)(C)c1ccc(OCCNC(=S)NC(=O)c2cccnc2)cc1	?	?	-2%	14%	6%	.	7%	-2%	7%	13µM*	-1
COc1cc(-c2c(C#N)c(=O)[nH]c3c2c(C)nn3-c2ccccc2)ccc1O	-6%	5%	0%	19%	-12%	15%	3%	0%	0%	13%	-12
Cc1nc(N2CCCCC2)sc1C(=O)c1ccc(Cl)c([N+](=O)[O-])c1	-10%	-16%	-8%	-14%	18µM*	?	27%	-9%	-4%	-21%	.
C=CCN(c1ccc(C(=O)N2CCN(c3ccc(F)cc3)CC2)cc1)S(C)(=O)=O	2%	-3%	-4%	4%	?	-1%	-4%	-5%	-1%	-22%	5
COc1cccc(C(=O)N(Cc2ccco2)c2c(N)n(Cc3ccccc3)c(=O)[nH]c2=O)c1	.	-1%	1%	.	0%	.	-8%	-2%	.	.	13
COc1ccc(C2NC(=O)c3n[nH]c(C)c32)c(OC)c1 (stereo unspecified)	7%	-1%	-1%	8%[11.7 µM]	21%	3%	-2%	-3%	-3%	-2%	13
Cc1cccc(NS(=O)(=O)c2ccc(C(=O)NCC(c3ccccc3)N(C)C)cc2)c1C (stereo unspecified)	0%	6%	-9%	.	-2%	-4%	-2%	-8%	.	?	-8
Cc1ccc(CNCc2ccco2)cc1	-12%	5%	4%	-10%	-10%	-9%	-2%	-4%	0%[11.5 µM]	-18%	10
COc1cccc2sc(NNC(=O)COc3ccccc3)nc12	-19%	-1%	-1%	5%	-6%	32%[activator]	-2%	4%	0%	4.5µM*	23
CCOC(=O)C1=C(COC(=O)/C=C/c2cccc(Cl)c2)NC(=O)NC1C (stereo unspecified)	.	3%	1%	.	?	.	11%	1%	.	.	-3
Cn1cc(C(=O)N2CCN(C(=O)c3ccco3)CC2)c2c3ccccc3n(C)c2c1=O	-6%	1%	-3%	-8%	-9%	-1%	-3%	-3%	5%	8%	13
COc1ccc(NC(=O)NCCCN2CCCC2=O)cc1	1%	3%	-2%	-2%	?	-5%	-5%	-3%	-1%	?	36

(listing goes on)
SMILES	Gal4-VP16 FLuc	FLuc modulator	Rab9 prom act	Menin-MLL TR inh	ELG1 repair inh	MBNL1 CUG block	Mito fusion yeast	NPC1 promoter act	PKM2 act	RORg inh	KCNH2 3.1 block
CCOC(=O)c1sc(SC)c2c1CCCC2=O	-1%	0%	-3%	.	4%	?	1%	-1%	-24%	-12%	20
CCOC(=O)C1CCN(C(=O)c2ccc(N3CCCC3=O)cc2)CC1	.	3%	1%	.	17%	.	-1%	-5%	.	.	4
Cc1ccc(C)c(/C=N/Nc2ccccn2)c1	0%	?	-1%	24%	12%	-3%	7%	-11%	0%	10µM*	-1
O=C(NC1CCCCCCC1)C1CCN(c2nc3ccccc3o2)CC1	.	4%	-11%	-13%	16µM*	-8%	3%	5%	-7%	-19%	35
Cc1cc(C)n(C(=O)c2ccc(C)c(F)c2F)n1	-3%	0%	2%	2%	1%	-9%	-7%	-1%	-8%	18%	-2
CCOC(=O)c1c(C2CCN(C(=O)OCC)CC2)nc2ccccn12	2%	0%	-4%	-3%[11.7 µM]	?	-1%	6%	-1%	17%	-6%	9
CN(/N=C/c1cc([N+](=O)[O-])ccc1O)c1ccccc1	18%	?	4%	7%	?	?	-2%	28%	0%	25%	0
CNC(=S)N/N=C/c1ccco1	5.6µM*	2%	-1%	.	?	12%	-5%	0%	-3%	2.5µM*	8
CCc1nc(OCc2ccco2)c2sc3nc4c(cc3c2n1)COC(C)(C)C4	-21%	-20%	0%	13%	?	-4%	12%	-1%	?	?	-6
CC(C)n1c(SC2CCOC2=O)nc2ccccc21 (stereo unspecified)	9%	5%	2%	?	9%	-4%	-4%	-4%	0%	-11%	-15
O=C(Nc1ccccc1N1CCCCC1)C1CCN(C(=O)c2ccc(Cl)cc2)CC1	.	2%	-5%	.	-18%	.	?	-4%	.	.	-15
OC[C@@H]1[C@@H](c2ccc(Cl)cc2)C(c2ccc(F)cc2)=NN1c1ccccc1	?	.	.	?	8%	.	.	.	.	8%	-4
O=C(NNC(=O)c1cccs1)c1ccncc1	-15%	-2%	-3%	-13%	-7%	-4%	8%	-2%	-1%	23%	7
Cc1cc(S(=O)(=O)NCCc2ccccc2)ccc1-n1cnnn1	-29%	-2%	0%	-2%	8%	-6%	-32%	1%	7%	?	7
CCOC(=O)C1=C(c2ccccc2)NC(SCC(N)=O)=C(C#N)C1c1cccnc1 (stereo unspecified)	-3%	0%	-1%	-2%	1%	10%	-2%	0%	-3%	-6%	-2
CC(OCC(O)CN(C)Cc1nc2ccccc2c(=O)[nH]1)c1ccc(Cl)cc1 (stereo unspecified)	-12%	-5%	-12%	-20%	?	1%	3%	-3%	6%	?	-26
Cc1ccc(S(=O)(=O)N2CCCSCC2)cc1	0%	-4%	0%	8%	-2%	-16%	3%	1%	-4%	0%	-2
Cc1ccc(Cn2c(-c3nonc3N)nc3ccccc32)cc1	-4%	4%	-1%	-20%	15%	-3%	5%	-2%	0%	-24%	-8
CCSC1=NCCN1S(=O)(=O)c1ccc(NC(C)=O)cc1	-5%	-1%	-5%	-16%	-1%	-3%	2%	-5%	26%	7%	-6
Cc1cccn2c(=O)c(/C=C(\C#N)S(=O)(=O)c3ccccc3)c(N3CCN(C)CC3)nc12	-7%	4%	-2%	-8%	1%	11%	-3%	1%	13%	-17%[10 µM]	-12
COC(=O)CSc1nnc(-c2ccc(S(=O)(=O)NCc3cccs3)cc2)o1	1%	2%	1%	12%	-3%	30%	-10%	0%	1%	3%	-5
O=C(CN(C(=O)CCC(=O)Nc1ccccn1)c1ccc2c(c1)OCO2)NCc1ccco1	-12%	-3%	10%	-19%	-7%	-6%	2%	2%	-4%	8%	.
CCn1c(SCC(=O)Nc2cc(C)on2)nnc1-c1ccncc1	-14%	5%	8%	8%	-4%	-7%	1%	-3%	0%	-9%	20
O=C1c2cccc3cccc(c23)C(=O)N1CCCc1n[nH]c(=S)n1-c1ccccc1	-18%	-8%	-20%	-12%	-22%	?	-6%	-5%	5%	?	-13
Cn1c(N)c(C(=O)CSc2nnc(C3CC3)n2N)c(=O)n(C)c1=O	.	1%	1%	.	12%	.	-2%	0%	.	.	-10
Cn1c(=O)c2cc(S(=O)(=O)NCCC(=O)Nc3ccc(Cl)cc3)ccc2n(C)c1=O	0%	5%	0%	-10%	6%	-5%	-1%	-3%	-3%	11%	20
Nc1ccc(C(=O)Nc2ccc3nc(-c4cccnc4)[nH]c3c2)cc1	-3%	17µM*	6%	14%	-8%	-1%	1%	-6%	7%	-12%	6
